# Screening data (PubChem BioAssay)
# D1 allo mod: D1 CRE-luciferase signal change, two-sided – cell-based, HEK293 D1, dopamine EC30, D1 allosteric modulator project, primary screen | D(1A) dopamine receptor (Homo sapiens), P21728 | dopamine EC30 potentiation; actives deviate in either direction | B-score at 10 µM | hit rate 5.9% among 58,000 | AID 641, 2007;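 active = luminescence count or its row- and column-corrected plate score outside the 99.7% band of the plate's sample wells, on either side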
# Ecoli tolC: growth inhibitors of E. coli tolC mutant, primary screen, strain BW25113 ΔtolC::kan, 384-well. OD615. growth inhibition, % at 10 µM (by protocol). hit rate 2.2% among 65,000. AID 573, 2007;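 active = growth inhibition at or above a cutoff equal to the mean over every tested compound plus 3 SD, cut at about 60% in these data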;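 note: growth measured after 20 h incubation at 37 °C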
#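 Test system: E. coli BW25113 ΔtolC::kan bacteria; incubation: 37 °C, 20 h exposure; medium: LB broth supplemented with 50 µg/mL kanamycin; read-out basis: percent growth inhibition; signal: A615 absorbance measurement; compound: 10 µM final, single dose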
# NADH enzymes: inhibitors of PK/LDH coupling enzymes, profiling panel, artefact control, biochemical, MLSMR library | coupled PK/LDH NADH assays, four targets | IC50, µM (highest dose often 10 µM), for inactives: at the highest dose inhibition | hit rate 0.02% among 65,000;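 active = single-dose screening hits from any of four coupled enzyme assays that gave an IC50 when retested across doses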;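 note: the DPM-DC format reads NADH fluorescence rather than 340 nm absorbance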
# M1 ag: M1 muscarinic receptor agonists, primary screen, CHO-M1 cells, Fluo-4 calcium, agonist mode; B-score at 10 µM; AID 626, 2007; Fluo-4 calcium fluorescence; hits give high values; Muscarinic acetylcholine receptor M1; hit rate 3% among 64,000;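 active = fluorescence rise, raw or as B-score row- and column-corrected plate score, outside the 99.7% band of its plate's samples, either direction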
# HEK293 NFkB inh: inhibitors of PMA/ionomycin-induced NF-kB reporter, primary screen, antigen receptor NF-kB inhibitor project, cell-based, HEK-293 luciferase reporter, luminescence. HEK-293 NF-kB luciferase reporter. inhibition, % at 3 µM. hit rate 0.21% among 62,000. AID 465, 2006;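 active = inhibition above the mean of all tested compounds plus 3 SD, cut at about 40% in these data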;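 note: 0% = stimulated DMSO wells and 100% = 10 µM reference inhibitor 5653914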
#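 System: NF-kB luciferase reporter HEK-293 cells | Replication: Single test | Control set: DMSO vs reference inhibitor | Evaluation: % inhibition | Schedule: 1 h pretreatment, 16 h stimulation, 37 °C | Probe or stimulus: PMA with ionomycin | Compound dosing: One dose, 3 µM | Detection: Luciferase luminescence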
# SF-1 act: activators of human SF-1, primary screen, cell-based, CHO-K1, Gal4-SF-1 LBD, luciferase luminescence | CHO-K1 Gal4-SF-1 LBD luciferase reporter; % increase over DMSO SF-1-specific signal | activation, % at 10 µM | AID 522, 2006 | hit rate 1.9% among 65,000 | Steroidogenic factor 1 (Homo sapiens), Q13285;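 active = activation above the mean activation of all tested compounds plus 3 SD, cut at about 50% in these data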
#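 Test system: transient Gal4-SF-1 LBD reporter, CHO-K1; Amount: 4,000 CHO-K1 cells per well; Doses: 10 µM only; Timing: compound exposure 20 h at 37 °C; Signal: luciferase light emission; Read-out basis: percent activation relative to DMSO median and mock-transfected background; Control set: DMSO negative control and −SF1 background wells; Replicates: one test per compound.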
# M1 antagonist: antagonists of rat M1 muscarinic receptor; CHO-M1 cells, Fluo-4 calcium, ACh EC80 antagonist mode; hits give low values; B-score at 10 µM; hit rate 3.4% among 64,000; AID 628, 2007;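 active = calcium fluorescence response, raw or row-and-column corrected B-score, differing from the plate sample mean either way at a set confidence level, mostly lower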
# Target sequence (P08482 whole entry, looked up): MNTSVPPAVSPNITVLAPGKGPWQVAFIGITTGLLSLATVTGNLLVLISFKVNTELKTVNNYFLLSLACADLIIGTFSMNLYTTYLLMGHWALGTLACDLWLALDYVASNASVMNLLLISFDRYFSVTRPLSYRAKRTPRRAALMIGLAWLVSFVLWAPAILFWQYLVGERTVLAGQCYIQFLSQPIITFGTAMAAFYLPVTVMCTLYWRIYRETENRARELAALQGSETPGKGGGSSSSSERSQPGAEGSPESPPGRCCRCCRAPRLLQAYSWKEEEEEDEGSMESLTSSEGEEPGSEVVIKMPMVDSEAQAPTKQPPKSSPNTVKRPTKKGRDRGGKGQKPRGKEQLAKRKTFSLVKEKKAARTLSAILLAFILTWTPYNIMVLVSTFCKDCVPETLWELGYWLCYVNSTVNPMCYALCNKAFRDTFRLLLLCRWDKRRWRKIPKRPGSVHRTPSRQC
# Jurkat viability: cytotoxicity toward Jurkat T cells, primary screen, cytotoxicity control, cell-based, Jurkat E6.1, 60K MLSMR library; AID 463, 2006; inhibition, % at 4 µM; Jurkat E6.1 viability, ATP luminescence, 48 h; hit rate 1.2% among 56,000;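 active = inhibition above the mean inhibition of all tested compounds plus 3 SD, cut at about 28% in these data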
# TNAP act DEA: human TNAP enzyme activators, primary screen, biochemical, luminescent, intermediate phosphate acceptor level | 64,000 tested, under 10 active | activation factor at 20 µM | purified TNAP, CDP-star luminescence, 100 mM DEA, 30 min; hits give high values; scale: 0 levamisole-inhibited, 1 vehicle-only enzyme | Alkaline phosphatase, tissue-nonspecific isozyme (Homo sapiens), P05186;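 active = activation factor of at least 2 at 20 µM, relative to controls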
# Target sequence (P05186 whole entry, looked up): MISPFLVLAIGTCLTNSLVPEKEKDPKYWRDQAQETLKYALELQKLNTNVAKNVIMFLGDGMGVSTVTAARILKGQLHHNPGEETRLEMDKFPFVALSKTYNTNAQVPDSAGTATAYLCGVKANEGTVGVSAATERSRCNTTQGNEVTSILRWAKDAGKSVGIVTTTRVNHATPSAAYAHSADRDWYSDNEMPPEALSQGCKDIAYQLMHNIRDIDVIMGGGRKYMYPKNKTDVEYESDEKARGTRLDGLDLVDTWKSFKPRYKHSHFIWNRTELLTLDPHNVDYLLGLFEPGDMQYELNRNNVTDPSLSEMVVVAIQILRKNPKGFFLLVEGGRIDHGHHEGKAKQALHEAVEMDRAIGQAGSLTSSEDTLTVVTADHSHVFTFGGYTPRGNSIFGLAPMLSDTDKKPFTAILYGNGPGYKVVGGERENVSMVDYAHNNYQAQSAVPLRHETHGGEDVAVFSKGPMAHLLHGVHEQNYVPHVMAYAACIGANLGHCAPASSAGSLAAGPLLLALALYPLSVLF
# Active calls of the source: *; . = not tested or not shown.
SMILES,D1 allo mod,Ecoli tolC,NADH enzymes,M1 ag,HEK293 NFkB inh,SF-1 act,M1 antagonist,Jurkat viability,TNAP act DEA
Cc1ccc(C2CC(c3ccccc3Cl)n3nc(N)nc3N2)cc1 (configuration not stated),.,25,10%,-0.12,8,2,0.021,-4,1.1
O=C(COC(=O)c1cccc(S(=O)(=O)N2CCOCC2)c1)Nc1ccc2c(c1)OCO2,0.011,-1,9%,-0.57,9,0,-0.26,1,1
CCS(=O)(=O)N1Cc2ccccc2CC1C(=O)OCC(=O)Nc1ccc(C)cc1 (configuration not stated),-0.7,7,4%,-0.29,2,12,0.13,3,0.9
O=C(c1ccc(Br)o1)N1CCN(c2ccccn2)CC1,-0.58,0,4%,0.2,15,-25,-0.75,9,0.9
COc1cccc(C2CC(=O)NC(SC)=C2C#N)c1 (configuration not stated),0.52,4,7%,0.089,12,-13,0.52,10,0.9
CCOC(=O)CN1CC23C=CC(O2)C(C(=O)O)C3C1=O (configuration not stated),0.82,-17,1%,-0.91,17,7,-0.095,1,0.9
COC(=O)C1=C(C)N=c2s/c(=C3\C(=O)Nc4ccccc43)c(=O)n2C1c1ccccc1 (configuration not stated),1.3,16,4%,4.4,0,-8,0.85,-9,0.8
CCCCC(=O)Nc1nc2c(OC)ccc(OC)c2s1,0.24,-3,6%,-0.18,-2,-21,-0.027,1,0.9
NC(=O)CSc1nc2c(sc3ccccc32)c(=O)n1CCCN1CCOCC1,0.18,0,3%,-0.051,12,4,0.23,2,0.9
CC1(C)CC(OC(=O)c2ccco2)CC(C)(C)N1O,-0.89,-9,5%,0.09,18,-9,-1.3,-1,0.9
CN1CCCCCC1=Nc1ccccc1C#N,0.059,-10,13%,-0.25,10,-7,-0.65,-4,1
CCn1c(C)nc2cc(S(=O)(=O)C(F)(F)C(F)C(F)(F)F)ccc21 (configuration not stated),-0.8,12,4%,4.7*,10,-34,-1.9,23,0.9
O=C(O)c1[nH]c2ccc(Cl)cc2c1CC(=O)N1CCN(C(=O)c2ccco2)CC1,-0.028,-15,16%,-0.6,12,-16,-1.2,-2,0.9
Cc1cc(Cl)ccc1OCC(=O)Nc1ccccc1CO,0.4,3,1%,0.89,19,4,-0.4,1,0.9
CCOC(=O)C1=C(CS(=O)(=O)c2ccccc2)NC(=O)NC1c1ccccc1OCC (configuration not stated),-0.24,11,4%,-0.73,1,-8,-0.11,-3,0.9
Cc1cccc(-c2nc(CN3CCCC(C(=O)NC4CCCCCC4)C3)c(C)o2)c1 (configuration not stated),0.11,23,5%,-1.6,-22,0,-0.48,5,0.9
c1c2c(cc3sc(N4CCCCC4)nc13)OCCO2,-4.9*,3,5%,0.041,33,-71,-0.21,5,1
COc1cc(CC(=O)O)c(C(C)=O)cc1OC,0.06,7,4%,-0.009,10,5,-0.31,16,0.9
Cn1c(=O)oc2cc(S(=O)(=O)NCC3CCCO3)ccc21 (configuration not stated),-0.56,-28,2%,0.37,8,-10,0.044,2,.
O=C(O)CCCC(=O)Nc1cccc2cccnc12,-0.44,-5,3%,0.68,-1,8,0.13,-5,1
COc1cccc(NC(=O)c2oc3ccccc3c2NC(=O)C2CC2)c1,-0.29,-8,3%,0.031,19,-18,0.89,-3,0.8
COc1ccc2c(c1OC)C(=O)N(c1cccc(C)c1)C2,-1.8,-10,9%,-0.6,-26,11,-0.31,3,0.9
NS(=O)(=O)c1ccc(NC(=O)N[C@@H](Cc2ccccc2)C(=O)O)cc1,0.12,-11,3%,-0.071,13,-18,0.29,-2,0.9
CCNC(=O)CSc1nc2ccccc2c(=O)n1OC,-1.2,-4,6%,-1,10,-5,0.3,-6,0.9
Cc1nc(NCc2ccccc2)[nH]c(=O)c1CCC(C)C,1,18,4%,0,-1,0,0,-4,0.8
Cc1ccc(C2NC(=O)NC(O)(C(F)(F)F)C2C(=O)c2cccs2)o1 (configuration not stated),-0.65,-7,9%,-0.36,12,0,-0.62,-4,.
COc1ccc(/C(O)=C2\C(=O)C(=O)N(c3cc(C)on3)C2c2ccccc2OC)cc1C (configuration not stated),-1.3,4,0%,0.75,.,9,0.42,.,0.9
CC(C)N1C(=O)C2C(C(=O)NC3CCCCC3)C3C=CC2(O3)C1C(=O)NC1CCCC1 (configuration not stated),2.1,-7,3%,0.059,11,-8,-0.055,-2,0.9
CN(C)S(=O)(=O)c1cccc(C(=O)OCC(=O)Nc2ccccc2OC(F)F)c1,-1,-11,1%,0.12,2,2,0.018,2,0.9
CCOC(=O)C1CCN(S(=O)(=O)c2ccc(Br)c(OCC)c2)CC1,0.96,24,8%,-1.1,14,12,-1.1,-2,0.9
CCCn1c(SCC(N)=O)nnc1C(C)C,-0.34,-17,7%,-0.029,2,-6,0.0083,-2,0.9
CCCn1c(N2CCN(CC(=O)c3c(C)n(C)c4ccccc34)CC2)nc2c1c(=O)[nH]c(=O)n2C,4.4*,19,1%,0.019,14,18,-0.48,6,0.9
O=C(NCc1cccnc1)c1ccc(COc2ccccc2Br)o1,-0.052,16,4%,-0.69,1,12,-0.71,1,0.8
COc1ccc(N2CCN(Cc3nc(N)nc(Nc4ccc(C)c(Cl)c4)n3)CC2)cc1,0.45,32,8%,0.45,9,-4,-0.22,-2,0.9
Cc1nn(Cc2ccc(Cl)cc2)c(C)c1NC(=O)c1cc(-c2ccc3c(c2)OCO3)on1,-0.68,11,6%,-0.19,16,-9,0.0093,-5,1
CC1Cc2ccccc2N1C(=O)COc1nc2ccccc2nc1N1CCOCC1 (configuration not stated),0.52,24,4%,0.084,23,-10,0.077,-3,1
COc1cccc(OC)c1C(=O)N1CCOCC1,-0.21,-2,4%,0.083,11,-1,0.2,-2,0.9
O=c1cc2n(c(=O)[nH]1)CCC1=C2CCCC1,0.84,-25,2%,-0.79,4,-1,0.68,5,1
Cc1ccc(Cn2c(CN3CC(C)OC(C)C3)nc3c2c(=O)n(C)c(=O)n3C)cc1 (configuration not stated),0.55,-4,6%,-1.2,13,-15,0.9,2,0.9
C(=N\n1cnnc1)/c1ccc(OC2CSC2)cc1,-0.75,-5,2%,-0.41,21,0,1.4,-18,1

# Just M1 ag and NADH enzymes, for 6 of the compounds above:
structure	M1 ag	NADH enzymes
COc1ccc(/C(O)=C2\C(=O)C(=O)N(c3cc(C)on3)C2c2ccccc2OC)cc1C (configuration not stated)	0.75	0%
CC(C)N1C(=O)C2C(C(=O)NC3CCCCC3)C3C=CC2(O3)C1C(=O)NC1CCCC1 (configuration not stated)	0.059	3%
CN(C)S(=O)(=O)c1cccc(C(=O)OCC(=O)Nc2ccccc2OC(F)F)c1	0.12	1%
CCOC(=O)C1CCN(S(=O)(=O)c2ccc(Br)c(OCC)c2)CC1	-1.1	8%
CCCn1c(SCC(N)=O)nnc1C(C)C	-0.029	7%
CCCn1c(N2CCN(CC(=O)c3c(C)n(C)c4ccccc34)CC2)nc2c1c(=O)[nH]c(=O)n2C	0.019	1%

# As entered above:
# C(=N\n1cnnc1)/c1ccc(OC2CSC2)cc1 in TNAP act DEA → 1
# O=C(O)CCCC(=O)Nc1cccc2cccnc12 in SF-1 act → 8

# Further results
SMILES,D1 allo mod,Ecoli tolC,NADH enzymes,M1 ag,HEK293 NFkB inh,SF-1 act,M1 antagonist,Jurkat viability,TNAP act DEA
O=C(NCCc1ccccc1)NC1CCCCC1,-2.5*,0,4%,-0.27,-34,28,0.16,-4,0.9
Cc1ccc(/C(O)=C2/C(=O)C(=O)N(CCCn3ccnc3)C2c2cccnc2)cc1 (configuration not stated),-0.83,2,3%,-1.3,.,.,-0.0034,.,0.9
COC(=O)c1ccccc1NC(=O)CN(c1ccccc1)S(=O)(=O)N(C)C,0.018,8,7%,1.6,12,0,1.9*,3,.
COc1ccc2ccccc2c1CN1CCN(C)CC1,-2.4*,-11,2%,-1.9,7,-3,-0.36,-4,0.9
O=c1[nH]c(C(F)(F)F)nc2ccccc12,.,-11,4%,-0.8,10,7,0.46,-1,1
Oc1c(C(c2ccc(F)cc2)N2CCc3ccccc3C2)sc2ncnn12 (configuration not stated),0.56,12,2%,0.42,21,24,0.029,-8,1
CC(=O)Nc1ccc(N2C(=O)CC(N3CC(C)OC(C)C3)C2=O)cc1 (configuration not stated),-0.21,-20,5%,-0.99,9,5,0.0085,-2,0.9
CC(C)N(Cc1nc(-c2ccccc2)no1)C(=O)c1ccc(Br)o1,-0.071,44,4%,-0.057,12,-9,0.073,-1,0.9
C=CCN1C(=O)CN=C1Nc1cccc(C)c1,-2,-2,4%,0.32,11,-9,0.22,.,0.9
O=C(COc1ccc(S(=O)(=O)Nc2ccccc2)cc1)N1CCOCC1,0.44,-1,6%,-0.028,15,-10,0.95,3,0.9
O=C(c1ccccc1F)N1CCN=C1SCc1cccnc1,0.44,-12,3%,-0.038,15,8,-0.23,8,1
CCOC(=O)C1C(=O)C=C(C)C(C(=O)OCC)C1c1ccc(OC)cc1 (configuration not stated),-0.88,4,7%,0.24,1,-22,0.59,2,0.9
CC1CN(c2nc(-c3ccccc3)nc3ccccc23)CC(C)O1 (configuration not stated),1,44,2%,-0.4,10,-25,-0.69,2,0.9
O=C(NCC1CCC(C(=O)O)CC1)c1cccnc1 (configuration not stated),0.8,-39,4%,-0.057,2,-25,-0.3,0,0.8
Cc1ccc(Cn2nnc3c(=O)n(CC(=O)NCc4ccco4)cnc32)cc1,-0.024,-2,8%,-0.19,4,18,0.2,3,.
CCn1c(SCC(=O)N2CCCc3ccccc32)nnc1-c1cccs1,-0.63,-8,2%,-0.77,0,-21,0.42,-1,0.8
CCOC(=O)c1nnn(-c2nonc2N)c1-c1cccc2ccccc12,-0.019,4,3%,2.2,10,-7,-1.2,15,0.9
COc1cc(C(=O)N2CCN(C(=O)c3ccco3)CC2)cc(OC)c1OC,0.17,-15,3%,0.2,.,.,0.91,.,0.8
CCc1c(O)nc(SCC(=O)Nc2ccc3c(c2)CCC3)[nH]c1=O,0.12,-2,3%,-0.58,12,-2,0.19,6,0.9
Cc1ccc(N2CC(C(N)=O)CC2=O)cc1 (configuration not stated),-0.45,-16,4%,-0.51,1,4,-0.26,-1,1

# Entries of single compounds from above. Values in the order: D1 allo mod | Ecoli tolC | NADH enzymes | M1 ag | HEK293 NFkB inh | SF-1 act | M1 antagonist | Jurkat viability | TNAP act DEA
# `CCc1c(O)nc(SCC(=O)Nc2ccc3c(c2)CCC3)[nH]c1=O` as listed: 0.12 | -2 | 3% | -0.58 | 12 | -2 | 0.19 | 6 | 0.9
# `NC(=O)CSc1nc2c(sc3ccccc32)c(=O)n1CCCN1CCOCC1` as listed: 0.18 | 0 | 3% | -0.051 | 12 | 4 | 0.23 | 2 | 0.9

# No enrichment for hits; about 15% have a hit in one of these screens.
